SENP8 block-1: blocks the human protease SENP8 | Q96LD8 | inhibition, % at 10 µM | 330,000 compounds, 1.2% hits | AID 2540 | purified SENP8, Z-RLRGG-aminoluciferin cleavage, luminescence; in the data active means inhibition above about 50%
Target sequence (Q96LD8 whole entry, looked up): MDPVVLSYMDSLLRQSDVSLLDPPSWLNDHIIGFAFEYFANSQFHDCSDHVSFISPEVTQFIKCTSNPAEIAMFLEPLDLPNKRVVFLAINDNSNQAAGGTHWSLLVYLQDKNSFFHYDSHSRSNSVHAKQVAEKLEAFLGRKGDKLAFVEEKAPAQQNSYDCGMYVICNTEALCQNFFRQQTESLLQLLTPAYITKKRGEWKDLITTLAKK
SENP8 block-2: SENP8 (human) protease inhibition; recombinant SENP8, Nedd8 substrate fluorescence; Q96LD8; AID 602440; 360,000 compounds, 0.64% hits; inhibition, % at 20 µM; in the data active means inhibition mostly above about 40%, no sharp cut-off; inactive means mostly below about 27%
HKDC1 inh: blocks human hexokinase HKDC1 activity. Q2TB90. recombinant HKDC1, G6PDH/diaphorase resazurin coupled fluorescence. inhibition, % at 20 µM. 340,000 compounds, 0.16% hits. AID 493160;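 active means inhibition above about 35% when tested at 20 µM, limit read from the data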;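 further: plate controls were DMSO wells with enzyme for no effect and DMSO wells lacking enzyme for full effect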
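Assay system: recombinant HKDC1 hexokinase; detection: coupled resazurin fluorescence, excitation 525 nm, emission 613 nm; benchmarks: DMSO-plus-enzyme-mix negative control, buffer-substituted positive control; compound dosing: single 20 µM dose; schedule: 90 min at room temperature in dark; also added: glucose plus 1 mM ATP as hexokinase substrates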
SENP1 FRET inh: SENP1 (human) catalytic domain inhibition; 360,000 compounds, 0.21% hits; recombinant SENP1 catalytic domain, CyPet-SUMO1-YPet FRET cleavage; Q9P0U3; inhibition, % at 10 µM;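 active means inhibition at least 30% at 10 µM, raw YFP signal under a set limit, fluorescence ratio 0.5 to 1.5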;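 further: 0% = enzyme with DMSO and 100% = no enzyme wells; some results filed as inactive read as strong as hits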
Target sequence (Q9P0U3 419-644 limits assumed): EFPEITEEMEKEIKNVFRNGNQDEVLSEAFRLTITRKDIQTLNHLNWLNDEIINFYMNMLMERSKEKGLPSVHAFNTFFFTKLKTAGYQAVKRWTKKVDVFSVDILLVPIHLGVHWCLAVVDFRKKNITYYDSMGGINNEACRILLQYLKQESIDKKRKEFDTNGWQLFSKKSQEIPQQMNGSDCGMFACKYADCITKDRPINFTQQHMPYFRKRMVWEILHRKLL
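Material – human SENP1 catalytic domain · Input – SENP1 enzyme, 20 pM final · Compound dosing – single concentration of 10 µM compound, 0.5% DMSO final · Timing – enzyme reaction for 50 min at room temperature, dark · Measured by – FRET fluorescence in CFP and YFP emission channels · Control set – no-enzyme wells low, DMSO-plus-enzyme wells high control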
Apaf1 inhib: blocks human Apaf-1 apoptosome activity. AID 489030. reconstituted apoptosome caspase-3 activity, DEVD-Rh110 fluorescence. inhibition, % at 20 µM. O14727. 330,000 compounds, 0.71% hits; active means inhibition of at least 40% at 20 µM;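 further: plate controls were DMSO wells for no effect and DEVD-CHO caspase inhibitor wells for full effect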
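Material: cell-free apoptosome with Apaf-1, procaspase-3 and caspase-9; Buffer or medium: Hepes pH 7.5 with detergent and BSA; Reagent: cytochrome c trigger plus (Z-DEVD)2-Rh110 caspase-3 substrate; Times: compound with Apaf-1, dATP, procaspase-3 30 min, then 50 min reaction, room temperature; Technique: Rh110 fluorescence intensity.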
PfGluPho inh: PfG6PD (Plasmodium falciparum) enzyme inhibition. PfGluPho enzyme, NADPH resazurin-diaphorase fluorescence. inhibition, % at 20 µM. 350,000 compounds, 0.78% hits;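 active means inhibition reaching at least a set limit at 20 µM in the primary screen, cut at about 59% in these data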;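 further: 0% = DMSO wells with substrate and 100% = DMSO wells lacking glucose-6-phosphate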
SENP6 block: blocks the human protease SENP6 | Q9GZR1 | Recombinant SENP6 catalytic domain, aminoluciferin luminescence | inhibition, % at 10 µM | 330,000 compounds, 1.8% hits;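 active means inhibition above about 50% at the single tested dose, limit read from the data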;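 further: plate controls were DMSO wells with enzyme for no effect and DMSO wells lacking enzyme for full effect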
SENP7 inh: inhibitors of human SENP7 protease | recombinant SENP7, Z-RLRGG-aminoluciferin luminescence, 40 min | inhibition, % at 5 µM | 330,000 compounds, 1.5% hits | AID 434973;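 active means inhibition above about 50% at the single test dose, limit read from the data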;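 further: plate controls were DMSO with enzyme for no effect and no enzyme buffer wells for full effect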
Target sequence (Q9BQF6 706-1050 limits assumed): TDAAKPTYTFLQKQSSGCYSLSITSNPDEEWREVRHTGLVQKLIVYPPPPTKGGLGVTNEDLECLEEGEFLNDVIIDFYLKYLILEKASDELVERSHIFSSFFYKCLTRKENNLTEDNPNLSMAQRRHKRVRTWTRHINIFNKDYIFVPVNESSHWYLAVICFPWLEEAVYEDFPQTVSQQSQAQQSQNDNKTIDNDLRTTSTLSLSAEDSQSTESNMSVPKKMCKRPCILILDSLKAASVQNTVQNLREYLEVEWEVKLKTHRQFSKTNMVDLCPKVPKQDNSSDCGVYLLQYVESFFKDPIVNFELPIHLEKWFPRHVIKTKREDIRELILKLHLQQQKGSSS
The depositor's hits bear a star; i = inactive; nt = not tested or not shown.

SMILES	SENP8 block-1	SENP8 block-2	HKDC1 inh	SENP1 FRET inh	Apaf1 inhib	PfGluPho inh	SENP6 block	SENP7 inh
C/C=C/C=C\C(=O)Nc1cccc(C2=NOC3(C2)C[C@H](C(N)=O)N(C(=O)/C=C/C)C3)c1 (stereo partly drawn)	-13	-6	-2	-4	0	30	-11	-16
CC(=O)c1cc(-c2ccccc2)n(CCC(=O)NC2CCCCCC2)c1C	-1	4	-9	3	6	3	9	3
COc1ccc2cnnc(SCC(=O)Nc3ccc(C(=O)O)cc3)c2c1OC	7	-101	4	7	9	-24	20	8
CCN(CC(=O)Nc1c(F)cccc1F)C(=O)CCCc1cccs1	7	3	-5	0	-7	-5	1	1
CC(=O)N1c2ccc(S(=O)(=O)NCC3CCC(C(=O)NCc4ccc(C)o4)CC3)cc2CC1C (stereo not drawn)	1	8	-5	0	-9	0	22	9
COc1cccc(C(=O)N2CCN(Cc3ccccc3Br)CC2)c1	-6	12	-3	0	6	-8	-10	-16
COc1ccc(S(=O)(=O)Nc2ccc(F)cc2)c(C)c1C	4	12	2	3	-8	24	14	4
COC(=O)c1cccc(NC(=O)CC2C(=O)NCCN2C(=O)Nc2ccccc2)c1 (stereo not drawn)	5	0	4	3	-9	-10	-17	9
CCOc1ccc(C(c2nnnn2Cc2ccccc2)N2CCN(C(=O)c3ccco3)CC2)cc1 (stereo not drawn)	1	11	3	0	16	-4	-17	-6
Cc1ccc(N2C(=O)c3ccc(C(=O)N4CCOCC4)cc3C2=O)cc1C	-3	19	0	-2	8	-11	-13	0
C=CCNC(=S)Nc1cccc(NC(=S)NCC=C)c1	-7	11	8	-1	-3	2	-20	0
COc1ccc(-c2cc(=O)oc3cc(OC(C)C(=O)NC4CC4)ccc23)cc1 (stereo not drawn)	1	22	-3	0	9	11	-5	9
O=C(Nc1nc(-c2cccs2)cs1)c1cccc(S(=O)(=O)N2CCCCC2)c1	8	-31	5	-5	31	3	-19	0
C1CCC2=NCCCN2CC1	-2	7	6	1	0	-12	-6	5
COc1ccc(NC(=O)c2sc3ncn(CC(=O)N4CCN(c5ccccn5)CC4)c(=O)c3c2C)c(OC)c1	6	2	-2	-7	17	-18	12	-3
CCCCCCCNC(=O)C1(CC2CC(c3ccc(Cl)cc3)=NO2)CCN(C(=O)Cc2ccc(F)cc2)CC1 (stereo not drawn)	0	12	1	2	17	8	-11	-4
Nc1cc(Nc2ccccc2)ccn1	4	6	2	-3	-21	6	-2	-2
Cc1c(N)cccc1-c1nc2ccccc2[nH]1	-17	-233	-2	0	-10	-11	-6	-6
NS(=O)(=O)c1ccc(-c2ccc(/C=N/Nc3ccc(C(=O)O)cc3)o2)cc1	2	-338	2	-37	-10	12	-4	10
O=C1C(Cc2ccccc2)NC(=S)N1Cc1ccccc1 (stereo not drawn)	-6	8	-11	1	6	-6	-1	-9
COc1cc2c(cc1OC)C(C1(O)CCCCC1)NCC2 (stereo not drawn)	nt	-160	-3	3	nt	1	nt	nt
Cc1ccc(OCCNC(=O)c2ccc3ccccc3n2)cc1	1	14	-1	0	13	0	20	-3
O=C(CN1CCOc2ccccc21)NC1CCCCCCC1	-5	-15	7	-12	8	26	0	6
Cc1ccnc(NC(=O)COc2ccc3oc4c(c3c2)CCCC4)c1	-17	4	-1	-1	20	0	11	-14
CSc1nsc(SCc2cnc(C)nc2N)n1	1	14	11	-1	-9	-13	-4	3

(further entries)
SMILES	SENP8 block-1	SENP8 block-2	HKDC1 inh	SENP1 FRET inh	Apaf1 inhib	PfGluPho inh	SENP6 block	SENP7 inh
NS(=O)(=O)c1ccc(NC(=O)C2Cc3ccccc3C(=O)O2)cc1 (stereo not drawn)	4	3	2	2	-5	-9	5	-12
Cc1nnc(N2CCN(c3ccccc3)CC2)[nH]c1=O	-5	12	-10	2	-4	-10	-7	13
O=C(c1cc(Br)ccc1Cl)N1CCN(c2ccc(N3CCOCC3)nn2)CC1	7	i	-6	-14	3	15	-10	-9
CN(C)CCCNC(=O)CC(c1ccc(F)cc1)c1ccco1 (stereo not drawn)	-4	21	-3	1	-5	-6	-9	0
O=C(Cn1cc(C(F)(F)F)ccc1=O)NC1CCCC1	9	7	2	2	-11	-1	1	2
Cc1nc2c(ccc3nc(NC(=O)Cc4cccc5ccccc45)sc32)s1	-18	5	-2	-1	2	37	-21	12
O=C(CCCN1C(=O)/C(=C/c2ccccc2Cl)SC1=S)N1CCOCC1	86*	8	5	1	21	-6	80*	88*
CC1=C(C(=O)NC(C)CCc2ccccc2)C2(CCC(C)CC2)OC1=O (stereo not drawn)	-11	21	-5	0	7	6	-9	3
O=C(NC1(C(F)(F)F)C(=O)Nc2c1c(=O)[nH]c(=O)n2Cc1ccccc1)c1ccco1 (stereo not drawn)	0	7	-2	1	-8	28	-2	1
COC(=O)c1cc(OC)c(OC)cc1NC(=S)N1CCN(C)CC1	1	-12	-4	0	-13	-2	1	0
O=C(NCc1ccccn1)c1ccc(OC2CCN(Cc3ccccc3O)CC2)cc1	4	5	-7	1	0	-13	-4	2
CCC1=C2CC[C@H]3C(=O)N(c4ccccc4)C(=O)[C@H]3[C@H]2[C@@]2(C)C(=NCc3ccccc3)OC(=O)N2C1=O	-5	15	-1	3	1	5	-22	-8
CCOC(=O)Cc1csc(NC(=O)CN(C)S(=O)(=O)c2cccc3cccnc23)n1	-1	12	-7	-3	-3	6	6	0
CCOC(=O)CCCNC(=O)c1cncc(Br)c1	0	12	-3	0	-4	-11	2	5
O=[N+]([O-])c1ccc2[nH]nc(-c3ccccc3)c2c1	-5	10	-1	2	15	7	-19	-9
O=C1CC(=O)Nc2cc(S(=O)(=O)N3CCN(c4cccc(C(F)(F)F)c4)CC3)ccc2N1	-9	8	-5	3	15	-2	-13	-7
COc1ccccc1N(C1=NCCCS1)S(=O)(=O)c1ccc(C(C)(C)C)cc1	5	15	-1	1	14	-8	7	1
CCCOC(=O)C(C)n1cnc2scc(-c3ccc(C)cc3)c2c1=O (stereo not drawn)	-1	11	5	0	19	-2	12	6
CN1CCN(CCc2nc3cc(NC(=O)c4ccco4)ccc3n2C)CC1	-1	3	0	2	-5	0	-8	3
CCc1cc2c(=O)c(-c3nc4ccccc4n3C)c(C(C)C)oc2c(CN2CCN(C)CC2)c1O	-3	-261	-7	0	-5	-2	-10	10
Cc1cc(SCc2ccc(Cl)cc2Cl)nc(=O)[nH]1	3	-15	-1	-48	10	-22	-2	-10
Cc1c(/C=N\NC(=O)c2ccc([N+](=O)[O-])cc2)cnn1C	-11	18	-7	-1	-5	14	-11	-8
CCCCN(CC)C(=O)c1ccccc1Oc1ccccc1	-1	20	-6	1	9	-4	-6	6
Cc1ccc(NC(=O)CSc2nnc(CNC(=O)c3ccco3)n2C)c(C)c1	-1	8	-2	2	13	-7	-9	3
CNc1nc(Cl)nc2ncn(C)c12	nt	10	-6	0	nt	-7	nt	nt

Arranged by heavy-atom count (ascending): 16 of the compounds above
SMILES	SENP8 block-1	SENP8 block-2	HKDC1 inh	SENP1 FRET inh	Apaf1 inhib	PfGluPho inh	SENP6 block	SENP7 inh
CNc1nc(Cl)nc2ncn(C)c12	nt	10	-6	0	nt	-7	nt	nt
Cc1cc(SCc2ccc(Cl)cc2Cl)nc(=O)[nH]1	3	-15	-1	-48	10	-22	-2	-10
O=C(Cn1cc(C(F)(F)F)ccc1=O)NC1CCCC1	9	7	2	2	-11	-1	1	2
Cc1c(/C=N\NC(=O)c2ccc([N+](=O)[O-])cc2)cnn1C	-11	18	-7	-1	-5	14	-11	-8
CCCCN(CC)C(=O)c1ccccc1Oc1ccccc1	-1	20	-6	1	9	-4	-6	6
CN(C)CCCNC(=O)CC(c1ccc(F)cc1)c1ccco1 (stereo not drawn)	-4	21	-3	1	-5	-6	-9	0
NS(=O)(=O)c1ccc(NC(=O)C2Cc3ccccc3C(=O)O2)cc1 (stereo not drawn)	4	3	2	2	-5	-9	5	-12
CCCOC(=O)C(C)n1cnc2scc(-c3ccc(C)cc3)c2c1=O (stereo not drawn)	-1	11	5	0	19	-2	12	6
CC1=C(C(=O)NC(C)CCc2ccccc2)C2(CCC(C)CC2)OC1=O (stereo not drawn)	-11	21	-5	0	7	6	-9	3
Cc1nc2c(ccc3nc(NC(=O)Cc4cccc5ccccc45)sc32)s1	-18	5	-2	-1	2	37	-21	12
Cc1ccc(NC(=O)CSc2nnc(CNC(=O)c3ccco3)n2C)c(C)c1	-1	8	-2	2	13	-7	-9	3
CCOC(=O)Cc1csc(NC(=O)CN(C)S(=O)(=O)c2cccc3cccnc23)n1	-1	12	-7	-3	-3	6	6	0
O=C(NC1(C(F)(F)F)C(=O)Nc2c1c(=O)[nH]c(=O)n2Cc1ccccc1)c1ccco1 (stereo not drawn)	0	7	-2	1	-8	28	-2	1
O=C1CC(=O)Nc2cc(S(=O)(=O)N3CCN(c4cccc(C(F)(F)F)c4)CC3)ccc2N1	-9	8	-5	3	15	-2	-13	-7
CCc1cc2c(=O)c(-c3nc4ccccc4n3C)c(C(C)C)oc2c(CN2CCN(C)CC2)c1O	-3	-261	-7	0	-5	-2	-10	10
CCC1=C2CC[C@H]3C(=O)N(c4ccccc4)C(=O)[C@H]3[C@H]2[C@@]2(C)C(=NCc3ccccc3)OC(=O)N2C1=O	-5	15	-1	3	1	5	-22	-8

Continued.
SMILES	SENP8 block-1	SENP8 block-2	HKDC1 inh	SENP1 FRET inh	Apaf1 inhib	PfGluPho inh	SENP6 block	SENP7 inh
CCCCn1c(N)c(N(CCOC)C(=O)c2cc(=O)[nH]c3ccccc23)c(=O)[nH]c1=O	7	-16	-5	-8	-3	-8	10	9
Cc1ccc(NC(=O)N2CCC(C(=O)NCC(C)C)CC2)cc1	-7	33	1	1	1	-8	-25	-10
CC1(C)CC(=O)C=C(Nc2cccc(Cl)c2Cl)C1	-10	28	-4	1	3	-44	-7	-15
CCN(CC)S(=O)(=O)c1ccc(C(=O)Nc2ccc(Cc3ccncc3)cc2)cc1	2	19	0	0	16	11	-6	9
O=S1(=O)N=C2CCCCCN2C(c2ccc(Br)cc2)N1 (stereo not drawn)	1	17	-7	-2	-8	-11	-30	1
O=C(Cc1ccccc1)Nc1ccc2oc(-c3ccncc3)nc2c1	-7	-498	3	-3	-1	2	-16	7
Cc1ccc(C)c(OC2=NS(=O)(=O)c3ccccc32)c1	nt	8	-2	1	nt	-1	nt	nt
CCCSc1nnc(Cn2c(=O)sc3ccccc32)n1-c1ccccc1	-7	3	-5	1	-1	7	-13	8
NC(=O)CCN1CCN(CCOC2Cc3cc(Cl)ccc3Sc3ccccc32)CC1 (stereo not drawn)	1	29	-4	2	-3	47	4	2

Screens deposited in PubChem by Sanford-Burnham Center for Chemical Genomics.
